HttQ103 aggreg: inhibitors of mutant huntingtin aggregate formation in PC12 cells; PC12 HttQ103-GFP aggregates, Acumen cytometry, 40 h; Potency, µM (highest dose often 46.1 µM), inactives show top-dose activity change, negative = inhibition, usual class: inhibitors; 220,000 compounds, 1.1% hits; AID 1688; further: potency means the concentration at half of the fitted maximal effect; on the % scale 0 is the no-effect control and ±100 the full control effect; nearly all actives have a fitted effect of over 60% in size
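Read-out: GFP aggregate count by laser scanning cytometer (488 nm excitation, 500-530 nm emission, 1–25 µm objects >6 SD above background). Cells: PC12, inducible HTTex1-Q103-GFP, 100 nM tebufenozide; compounds titrated.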
SMN2 splice up: SMN2 splice variant enhancement. HEK293 SMN2-luciferase splicing reporter, luminescence, 30-36 h. Potency, µM (titrated, usually from 46.1 µM), without a hit: at the top dose activity change, positive = activation, usual class: activators. 210,000 compounds, 2.8% hits; further: potency means the concentration at half of the fitted maximal effect; % of control where 0% means no effect; nearly all actives have a fitted effect of over 55% in size
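HEK293 cells carry an SMN2 minigene-luciferase reporter in which exon 7 inclusion puts luciferase in frame. Cells were seeded at 2000 cells/well, attached for 10-12 hours, then exposed to compounds for 30-36 hours at 37C before ONE-Glo luminescence.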
IMPase Li cell: IMPase inhibition in cells with lithium potentiation; CHO-M1 cells, IP1 TR-FRET (IP-One), carbachol + lithium; Potency, µM (highest dose often 59.4 µM), for inactives: top-dose activity, negative = IMPase inhibition, hits mostly inhibitors; 210,000 compounds, 0.35% hits; AID 1457;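 further: IP1 builds up when IMPase is blocked and the TR-FRET signal falls; potency means the concentration at half of the fitted maximal effect; plate controls were basal vehicle for no effect and high inhibitor control for full effect; nearly all actives have a fitted effect of over 50% in size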
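Test compounds were applied to CHO-M1 cells previously cultured for 16–30 h at 2000 per well. A small lithium amount accompanied them; after 30 min at 37C, IP1 was quantified by TR-FRET.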
LMNA splice mod: LMNA splicing modulation; Potency, µM (highest dose often 46.1 µM), for inactives: at the highest dose ratio change, negative = inhibition, hits mostly inhibitors; 200,000 compounds, 0.01% hits; HeLa LMNA splicing GFP/RFP minigene ratio, 48 h; active means well fitted inhibition curve with a large enough effect in the signal ratio, with a control signal flat, not every such curve was filed as active; inconclusive means small, poorly fitted or top-dose-only effect, or effect the other way, or a change in a side signal; the % refers to the signal ratio; further: potency means the concentration at half of the fitted maximal effect; on the % scale 0 is the no-effect control and ±100 the full control effect
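S3 HeLa cells stably expressing lamin A-EGFP splicing minigene plus DsRed2, 600 cells/well, 48 h compound exposure at 37C. Laser-scanning cytometry; analysed as GFP (500-530 nm)/RFP (575-640 nm) total intensity ratio; 0.5% DMSO vehicle.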
Luc counter: Kinase-Glo luciferase inhibition (counter-screen). Kinase-Glo luciferase, ATP luminescence, 8 min. Q27757. 200,000 compounds, 0.28% hits. Potency, µM (highest dose often 38.3 µM), inactives show at the highest dose activity change, negative = inhibition, actives largely listed as inhibitors; further: potency means the concentration at half of the fitted maximal effect; on the % scale 0 is the no-effect control and ±100 the full control effect; nearly all actives have a fitted effect of over 60% in size
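Compound is pinned into ATP-containing buffer (10 uM ATP, imidazole pH 7.2, 7 mM MgCl2). Kinase-Glo luciferase reagent is then added. Light output is recorded following an 8-min room-temperature incubation.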
CBFb-RUNX1 inh: blocks binding between human CBF-beta and RUNX1; 230,000 tested, under 10 active; AlphaScreen CBFb-His/RUNX1-biotin binding, biochemical; Q01196+Q13951; Potency, µM (highest dose often 59.8 µM), for the others: at the top dose activity, negative = inhibition, actives largely listed as inhibitors; further: % of control where 0% means no effect
Target sequence (Q01196 whole entry, looked up): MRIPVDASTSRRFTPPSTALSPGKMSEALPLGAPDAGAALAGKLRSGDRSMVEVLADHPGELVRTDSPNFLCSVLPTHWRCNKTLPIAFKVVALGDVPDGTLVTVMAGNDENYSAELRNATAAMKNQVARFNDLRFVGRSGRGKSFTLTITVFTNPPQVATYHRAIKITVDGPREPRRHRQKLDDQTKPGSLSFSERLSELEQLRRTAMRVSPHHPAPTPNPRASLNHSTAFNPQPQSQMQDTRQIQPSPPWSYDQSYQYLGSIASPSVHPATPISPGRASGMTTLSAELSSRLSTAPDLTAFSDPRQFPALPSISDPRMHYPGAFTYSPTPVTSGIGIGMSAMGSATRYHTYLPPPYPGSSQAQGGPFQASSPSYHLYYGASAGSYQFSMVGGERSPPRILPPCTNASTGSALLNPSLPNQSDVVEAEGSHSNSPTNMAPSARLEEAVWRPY
Target sequence (Q13951 whole entry, looked up): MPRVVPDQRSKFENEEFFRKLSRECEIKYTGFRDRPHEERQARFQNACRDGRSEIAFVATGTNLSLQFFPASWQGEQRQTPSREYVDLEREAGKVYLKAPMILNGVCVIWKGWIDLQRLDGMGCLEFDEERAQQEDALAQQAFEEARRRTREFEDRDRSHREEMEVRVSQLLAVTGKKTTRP
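Inhibition was taken as any reduction in AlphaScreen signal from the CBF-beta–RUNX1 pair (His and biotin tags, 30 nM each), measured after compound (15 min) and bead (90 min) incubations at room temperature.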
HTT cytoprotect: protects HTT-Q103 PC12 cells, measured by ATP. PC12 HTT-Q103 induced, cytoprotection, ATP luminescence, 40 h. Potency, µM (series often up to 56.4 µM), without a hit: cytoprotection (ATP increase), hits mostly activators. 230,000 compounds, 0.14% hits;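 further: potency means the concentration at half of the fitted maximal effect; % of control where 0% means no effect; nearly all actives have a fitted effect of over 45% in size; toxic huntingtin expression switched on by the ecdysone agonist tebufenozide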
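Cells were plated at 1500 per well in phenol red-free DMEM with 5% equine and 5% calf serum. Tebufenozide (100 nM final) and compounds were added, then ATPlite reagent, and luminescence was read.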
* = called active by the depositor; ? = inconclusive; . = no result given; [ ] = remark or other dose. Unless noted, the call rests on the fitted dose curve; in most records, active means well fitted curve in the direction sought with a large enough effect; inconclusive means small, poorly fitted or top-dose-only effect, or another doubt; inactive means no such curve, though single readings can be large; an effect the other way counts as inactive or inconclusive.

SMILES	HttQ103 aggreg	SMN2 splice up	IMPase Li cell	LMNA splice mod	Luc counter	CBFb-RUNX1 inh	HTT cytoprotect
Cc1ccccc1Oc1cc(NC(=O)CCCn2nc(C)c([N+](=O)[O-])c2C)cc([N+](=O)[O-])c1	?	-51%[inhibitor]	13%	?	-2%	-25%	18%[10 µM]
C/C(=C\C1CCCCC1)C(NC(=O)c1cccnc1)c1ccc(-c2ccccc2)cc1 (centres undefined)	.	-27%	-4%	.	0%	2%	1%
O=C(COc1cccc(C(F)(F)F)c1)N1CCN(c2ccc(O)cc2)CC1	?	-15%	-1%	?	1%	-5%	-13%
O=c1[nH]n(-c2ccc(F)cc2)c2ncccc12	-4%	4%	4%[38.3 µM]	4%	-3%	-1%	7%
COc1ccccc1Nc1n[nH]c(=S)s1	12%	?	14%	5%[46 µM]	-2%	-1%	-50%[inhibitor]
COc1cc(C=O)c(Br)cc1OCc1ccc(C)cc1	-10%	?	4%[38.3 µM]	?	-7%	23%	-31%
N=C(N)SCc1nc2ccccn2c1Br	18%	17%	4%	?	-1%	-2%	-1%[10 µM]
O=C(COC(=O)c1ccccn1)Nc1cc(Cl)ccc1Cl	18%	10%	-12%[38.3 µM]	1%	12%	-5%	5%[10 µM]
Nc1nonc1C(=O)NCCNCc1ccccc1	8%	-11%	-7%[38.3 µM]	5%	-1%	-2%	5%
CCN(c1ccccc1)S(=O)(=O)c1cnc[nH]1	-12%	25%	-4%[38.3 µM]	-3%	-2%	-4%	0%
CC1CCN(S(=O)(=O)c2cccc(C(=O)NNC(=O)c3ccco3)c2)CC1	-17%[9.22 µM]	.	.	.	.	10%	5%[10 µM]
CCOC(=O)c1c(-c2cccc(N)c2)cn2ccccc12	3%	-13%	-11%	7%[46 µM]	1%	-20%	8%[10 µM]
O=C(c1ccco1)N1c2ccccc2Sc2ccccc21	19%	-12%	7%	?	1%	-5%	-16%[10 µM]
O=[N+]([O-])c1cc(S(=O)(=O)Nc2ccccc2)ccc1-n1nnc2ccccc21	?	-25%	10%[38.3 µM]	?	-1%	-13%	-31%
CCCCCC(=O)Nc1c(-c2ccc(OC)cc2)c(=O)c2ccccc2n1C	3%	?	30%[activator][38.3 µM]	-16%	-2%	5%	-8%
COc1ccc(CCNS(=O)(=O)c2ccc3c(c2)oc(=O)n3C)cc1OC	-17%	13%	2%	-8%	0%	2%	-4%
Cc1oc(C)c(C(=O)O)c1COc1ccc(C(=O)O)cc1	19%	-7%	-3%[38.3 µM]	-6%	4%	-5%	1%[0.074 µM]
COc1ccc2no[n+]([O-])c2c1	-42%[9.22 µM]	.	.	.	.	-5%	3%[10 µM]
O=C(Nc1ccc(O)cc1C(=O)O)c1ccc2c(c1)C(=O)N(Cc1ccco1)C2=O	-15%	5%	19%[38.3 µM]	2%	0%	-22%	-9%[0.074 µM]
CC(=O)Nc1cccc(-c2csc(N)n2)c1	-17%	-8%	1%	-1%[46 µM]	6%	4%	?
O=C(C1=C[C@H](c2csc3ccccc23)C[C@H](OCc2ccc(CO)cc2)O1)N1CCN(Cc2ccc3c(c2)OCO3)CC1	22%[9.22 µM]	.	6%	.	.	-21%	19%[10 µM]
CC(C)(C)NC(=O)C(=O)NNC(=O)c1ccc(C(C)(C)C)cc1	2%	11%	-6%	-17%	3%	-4%	3%[1.9 µM]
Cc1ccc(S(=O)(=O)O[C@H]2CC(C(C)(C)C)CC[C@@H]2c2ccccc2)cc1 (some centres undefined)	.	0%[9.22 µM]	-4%	.	-5%[7.66 µM]	.	.
Cc1cc(-c2nnc(SCC(=O)Nc3nccs3)o2)no1	2%[9.22 µM]	.	.	.	.	-17%	23%[10 µM]
Cc1ccc(C(=O)COC(=O)C2CC(=O)N(c3nc(-c4ccccc4)cs3)C2)cc1C (centres undefined)	1%	-4%	19%[38.3 µM]	3%	1%	-1%	20%

Three entries from above, field by field.
O=C(COC(=O)c1ccccn1)Nc1cc(Cl)ccc1Cl
  HttQ103 aggreg: 18%; SMN2 splice up: 10%; IMPase Li cell: -12%[38.3 µM]; LMNA splice mod: 1%; Luc counter: 12%; CBFb-RUNX1 inh: -5%; HTT cytoprotect: 5%[10 µM]

Nc1nonc1C(=O)NCCNCc1ccccc1
  HttQ103 aggreg: 8%; SMN2 splice up: -11%; IMPase Li cell: -7%[38.3 µM]; LMNA splice mod: 5%; Luc counter: -1%; CBFb-RUNX1 inh: -2%; HTT cytoprotect: 5%

CCN(c1ccccc1)S(=O)(=O)c1cnc[nH]1
  HttQ103 aggreg: -12%; SMN2 splice up: 25%; IMPase Li cell: -4%[38.3 µM]; LMNA splice mod: -3%; Luc counter: -2%; CBFb-RUNX1 inh: -4%; HTT cytoprotect: 0%

In another format: results already given.
mol,HttQ103 aggreg,SMN2 splice up,IMPase Li cell,LMNA splice mod,Luc counter,CBFb-RUNX1 inh,HTT cytoprotect
CC1CCN(S(=O)(=O)c2cccc(C(=O)NNC(=O)c3ccco3)c2)CC1,-17%[9.22 µM],.,.,.,.,10%,5%[10 µM]
CCOC(=O)c1c(-c2cccc(N)c2)cn2ccccc12,3%,-13%,-11%,7%[46 µM],1%,-20%,8%[10 µM]
O=C(c1ccco1)N1c2ccccc2Sc2ccccc21,19%,-12%,7%,?,1%,-5%,-16%[10 µM]

More records.
SMILES	HttQ103 aggreg	SMN2 splice up	IMPase Li cell	LMNA splice mod	Luc counter	CBFb-RUNX1 inh	HTT cytoprotect
CCOc1ccccc1NC(=O)Cn1c(C)cc(COC)c(C#N)c1=O	2%	-6%	36%[activator][38.3 µM]	11%	1%	1%	10%[10 µM]
CSc1ccccc1NC(=S)NC1CCCCC1	?	7%	4%	-2%[46 µM]	6%	5%	1%[10 µM]
Cc1c(Cl)cccc1NC(=O)Nc1cc(C(C)(C)C)nn1C	-31%[9.22 µM]	.	.	?	.	9%	-17%[10 µM]
COc1ccccc1N1CCN(C(C)C(=O)Nc2ccc(S(=O)(=O)N3CCOCC3)cc2)CC1 (centres undefined)	-4%	-26%	24%	.	2%	-12%	.
O=P(O)(CN1CCCCC1)CN1CCCCC1	6%	-9%	0%	-9%	2%	10%	2%[10 µM]
COc1ccccc1NC(=O)Nc1ccncc1	4%	-34%[inhibitor]	-14%	.	-12%	-5%	13%
O=C(NCCCn1ccnc1)C(F)(F)C(F)(F)C(=O)NCCCn1ccnc1	3%	22%	16%[38.3 µM]	3%	0%	-18%	9%
CCOc1ccccc1NC(=O)Cn1[nH]c(=O)c2ccccc2c1=O	0%	5%	-2%	?	3%	-2%	9%
CCOc1ccccc1N1CCN(S(=O)(=O)c2cccc3nsnc23)CC1	-3%	?	29%[38.3 µM]	-4%	1%	-13%	-1%
O=C(C1=C[C@@H](c2ccc(C(F)(F)F)cc2)C[C@@H](OCCCCO)O1)N1CCN(Cc2ccc3c(c2)OCO3)CC1	11%[9.22 µM]	.	2%	.	.	10%	-16%[10 µM]
COc1ccc(-c2coc3cc(OC(C)=O)cc(OC(C)=O)c3c2=O)cc1	.	8.9µM*	-15%	?	-2%	.	.
OC(CN1CCOCC1)Cn1c(-c2cccc(Cl)c2)nc2ccccc21 (centres undefined)	-5%	14%	19%[38.3 µM]	11%	2%	24%	0%[0.074 µM]
O=S(=O)(Nc1ccc(-c2nc3cccnc3s2)cc1)c1ccc(Cl)s1	-32%	13µM*	2%[38.3 µM]	?	3%	-4%	0%[10 µM]
Cc1ccc(S(=O)(=O)CCC(=O)OCc2ccccc2)cc1	8%	-6%	4%	?	0%	8%	-7%[10 µM]
Cc1ccc(C(=O)N/N=C/c2sc(=O)n(Cc3cccc(C(=O)O)c3)c2Cl)cc1	-8%	7%	8%[38.3 µM]	8%[0.0737 µM]	1%	7%	-34%
Cn1c(SCC(=O)NC(C)(C)C)nnc1-c1cnccn1	-4%	-7%	8%[38.3 µM]	16%	-3%	3%	5%
CC(N)(COP(=O)(O)O)C(=O)O (centres undefined)	.	-8%	-3%	.	.	13%	-13%
O=S(=O)(NCC(c1cccnc1)N1CCN(Cc2ccccc2)CC1)c1ccccc1 (centres undefined)	-5%	13%	3%	-4%	-1%	-4%	-1%
CCOC(=O)c1cnc2cc(C)nn2c1-c1ccccc1	3%	0%	-30%[38.3 µM]	11%	-1%	1%	-4%
O=S(=O)(NCCC1=CCCCC1)c1cccc(S(=O)(=O)N2CCOCC2)c1	-26%	.	.	?	.	0%	8%[10 µM]
CC1=NC(C(F)(F)F)(C(F)(F)F)C(C#N)=C(C)N1	-13%	3%	2%	-10%	-1%	11%	28%[10 µM]
Cc1ccc(NC(=O)CSCc2ccc(F)cc2)cc1	27%	6%	8%	-1%	-3%	7%	.
C/C(=N\NC(=O)c1ccccc1)c1cccc(Br)c1	-4%	?	-1%	1%[46 µM]	0%	5%	-58%[inhibitor]

Screening data: PubChem BioAssay, National Center for Advancing Translational Sciences (NCATS)

Rows are unselected; about 4% have a hit in one of these screens.
